Screening data: PubChem BioAssay, National Center for Advancing Translational Sciences (NCATS)
L3MBTL1 block: qHTS Assay for the Inhibitors of L3MBTL1 | Potency, µM (doses to about 57.1 µM), for the others: at the top dose activity, negative = inhibition, usual class: inhibitors | 230,000 compounds, 0.66% hits | AlphaScreen L3MBTL1–H3K9me1 peptide binding; active = well fitted inhibition curve with a large enough effect; inconclusive = small, poorly fitted or top-dose-only effect; inactive = no such curve, though single readings can be large or run the other way; note: nearly all actives have a fitted effect of over 60% in size
Target sequence (Q9Y468 whole entry, looked up): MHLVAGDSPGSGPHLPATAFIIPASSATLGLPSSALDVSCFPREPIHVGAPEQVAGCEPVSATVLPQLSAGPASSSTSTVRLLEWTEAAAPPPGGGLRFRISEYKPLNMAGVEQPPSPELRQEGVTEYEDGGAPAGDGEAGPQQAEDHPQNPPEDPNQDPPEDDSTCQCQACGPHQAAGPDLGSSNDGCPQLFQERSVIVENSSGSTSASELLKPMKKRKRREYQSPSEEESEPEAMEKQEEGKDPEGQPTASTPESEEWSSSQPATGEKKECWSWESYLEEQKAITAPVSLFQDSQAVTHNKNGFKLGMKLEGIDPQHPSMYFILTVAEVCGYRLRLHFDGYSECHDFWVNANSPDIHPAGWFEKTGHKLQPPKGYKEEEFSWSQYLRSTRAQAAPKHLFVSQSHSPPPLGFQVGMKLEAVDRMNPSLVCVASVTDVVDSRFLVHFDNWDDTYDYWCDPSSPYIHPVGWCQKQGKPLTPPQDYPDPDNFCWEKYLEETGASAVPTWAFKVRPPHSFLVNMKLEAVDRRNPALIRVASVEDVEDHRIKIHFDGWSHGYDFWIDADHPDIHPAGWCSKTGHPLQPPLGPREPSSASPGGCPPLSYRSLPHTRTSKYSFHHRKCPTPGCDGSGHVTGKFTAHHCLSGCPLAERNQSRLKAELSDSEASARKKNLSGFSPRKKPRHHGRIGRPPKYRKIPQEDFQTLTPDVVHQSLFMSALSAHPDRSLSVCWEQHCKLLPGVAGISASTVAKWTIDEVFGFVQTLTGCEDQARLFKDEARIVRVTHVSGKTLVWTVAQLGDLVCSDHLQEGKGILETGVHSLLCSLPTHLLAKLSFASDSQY
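L3MBTL1 (50 nM) pre-complexed 30 min with biotinylated H3(1-15)K9me1 peptide (75 nM), then compounds added for 30 min at room temperature; AlphaScreen streptavidin donor/nickel chelate acceptor beads (10 ug/mL final) read after 30 min dark incubation.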
Numbers without * were called inactive; ? = inconclusive; [ ] = dose if it differs, or a comment. % is set by controls: 0 for no effect and ±100 for the full control effect; potency is the fitted concentration of half-maximal effect.

L3MBTL1 block	molecule
37.7%[activator]	COc1ccccc1C(=O)COC(=O)COc1ccc(C#N)cc1
-4.6%	CCN1C(N(C)CCc2cccs2)=N[C@@H](c2ccccc2)C(C(=O)OC)=C1C
28.7%	COc1cccc(/C=C/C(=O)OCC(=O)c2ccc(C)c(C)c2)c1OC
0.3%	COc1ccc(OC)c(NC(=O)CCC(=O)Oc2ccc(C)cc2)c1
2.0%	CC(=O)Nc1ccc(C(=O)COC(=O)c2nc3nc(C)cc(C)n3n2)cc1
-0.8%	O=C(Nc1nccs1)c1ccc([N+](=O)[O-])cc1Cl
-0.3%	Cc1cccc(C)c1NC(=O)CNC(=O)c1ccccc1OCc1ccccc1
24.9%	Cc1cc(Br)ccc1NC(=O)CN(C)C(=O)c1ccc(-n2cncn2)c([N+](=O)[O-])c1

In a second layout: results already given.
Molecule	L3MBTL1 block
Cc1cccc(C)c1NC(=O)CNC(=O)c1ccccc1OCc1ccccc1	-0.3%
COc1ccc(OC)c(NC(=O)CCC(=O)Oc2ccc(C)cc2)c1	0.3%

Following part:
L3MBTL1 block	molecule
1.9%	O=C(COC(=O)c1cnccn1)Nc1ccccc1-c1ccccc1
-9.4%	O=C(COC(=O)c1ccc(O)cc1O)c1ccc(Cl)cc1
-10.8%	CC(C)(C)OC(=O)N1CCN(C(=O)c2[nH]cnc2C(=O)Nc2nccs2)CC1
1.5%	CN(C(=O)CSc1ccc(S(=O)(=O)N2CCCCC2)cn1)c1ccccc1
-2.4%	COC(=O)c1ccc(C(=O)OC)c(NC(=O)COC(=O)CCOc2ccc(C)cc2)c1
10.0%	Cc1ccc(N2CC(NS(=O)(=O)c3cccs3)CC2=O)cc1C (centres undefined)
0.2%	CCc1sc(C(=O)N2CCc3cc(OC)c(OC)cc3C2CC(=O)O)cc1C (centres undefined)
-1.5%	CC(OC(=O)/C=C/c1cccc(Cl)c1)C(=O)NC1CCCCC1C (centres undefined)
?	CCCCN(C(=O)c1cccc(-n2cccc2)c1)c1c(N)n(CCCC)c(=O)[nH]c1=O
-11.9%	Cc1ccc(CNC(=O)CC2(CC3=NS(=O)(=O)c4ccccc4N3)CCCC2)cc1
5.5%	O=C(CNC(=O)c1ccccc1F)NCCc1ccccc1F
1.7%	CN(CC(=O)Nc1cccc(F)c1)C(=O)c1ccc(-c2cccc(C(F)(F)F)c2)o1
3.5%	Cc1ccc2nc(-c3ccccc3)oc(=O)c2c1
-9.7%	CCOC(=O)C1=C(COC(=O)/C=C/c2ccccc2)NC(=O)NC1C (centres undefined)
1.2%	CC(NC(=O)CNC(=O)c1ccc2c(c1)OCO2)c1ccc(S(N)(=O)=O)cc1 (centres undefined)
7.1%	COC(=O)[C@]1(C)N[C@H](CN(C)C(=O)C2CCCCC2)[C@@H]2C(=O)N(C)C(=O)[C@@H]21
8.4%	COc1ccc(COC(=O)CCN=C2NS(=O)(=O)c3ccccc32)cc1F
-2.7%	Cc1cc(NC(=O)COC(=O)c2ccccc2O)no1
5.2%	O=C(Nc1ccccc1)c1nc[nH]c1C(=O)NCCCNC(=O)c1[nH]cnc1C(=O)Nc1ccccc1
-4.8%	Cc1ccccc1C(=O)Nc1ccc2c(c1)OCCO2
3.3%	Cc1ccc(-n2nnnc2SCC(=O)N2CCNC2=O)cc1C
1.5%	CCCn1c(=O)c(C(=O)NCCc2ccccc2)c(O)c2ccccc21
-2.2%	O=C(COc1cccc(Cl)c1)Nc1ccccc1N1CCCCC1
-8.4%	Cc1cccc(C)c1NC(=O)COC(=O)C1CC1
-14.6%	CC(C)(C)CNC(=O)c1ccc2c(c1)S(=O)(=O)c1cc(Cl)ccc1C2=O
9.6%	O=C(CCN1C(=O)C2CC=CCC2C1=O)Nc1ccc(S(=O)(=O)N2CCCCC2)cc1 (centres undefined)
1.2%	C=C(C)CN(CC)C(=O)CSc1ccc(S(=O)(=O)N2CCN(C)CC2)cn1
?	O=C(N/N=C/c1cc(Cl)cc([N+](=O)[O-])c1O)c1cccc(S(=O)(=O)N2CCOCC2)c1
-0.6%	CC(=O)Oc1ccc(C(=O)Nc2cc(C)on2)cc1
1.5%	C=CCCC(=O)NC1CC(C)(C)Cc2c1cnn2-c1cccc(F)c1 (centres undefined)
-0.2%	COc1ccccc1CNC(=O)c1cccnc1
-2.2%	NC(=O)C1CCN(C(=O)CSc2nc(O)cc(=O)[nH]2)CC1
-4.6%	COc1cc(OC)c(/C=C2\SC(=O)N(CC(=O)Nc3ccccc3F)C2=O)c(OC)c1
-7.7%	CCN(CC(=O)Nc1c(F)cccc1F)C(=O)Cc1sc(C)nc1-c1ccc(F)cc1
-0.9%	Cc1cc(C)c(NC(=O)CNC(=O)c2ccccc2OCc2c(C)noc2C)c(C)c1
1.0%	CCOC(=O)C1=CN(Cc2cccc(-c3cccnc3)c2)S(=O)(=O)N(CC)C1C (centres undefined)
8.8%	Cc1ccnn1-c1ccc(C(=O)NCc2ccccc2CN2CCOCC2)cc1
0.7%	O=C(NC(=S)N1CCCC1)c1ccccc1F
1.5%	COc1ccccc1CC(=O)Nc1cccc2ccccc12
-3.9%	O=C(CSc1ncccn1)Nc1ccc(Cl)c(S(=O)(=O)N2CCOCC2)c1

In a second layout: 7 of the compounds above.
canonical_smiles	L3MBTL1 block
CCN(CC(=O)Nc1c(F)cccc1F)C(=O)Cc1sc(C)nc1-c1ccc(F)cc1	-7.7%
Cc1cc(C)c(NC(=O)CNC(=O)c2ccccc2OCc2c(C)noc2C)c(C)c1	-0.9%
CCOC(=O)C1=CN(Cc2cccc(-c3cccnc3)c2)S(=O)(=O)N(CC)C1C (centres undefined)	1.0%
Cc1ccnn1-c1ccc(C(=O)NCc2ccccc2CN2CCOCC2)cc1	8.8%
O=C(NC(=S)N1CCCC1)c1ccccc1F	0.7%
COc1ccccc1CC(=O)Nc1cccc2ccccc12	1.5%
O=C(CSc1ncccn1)Nc1ccc(Cl)c(S(=O)(=O)N2CCOCC2)c1	-3.9%

New compounds follow
L3MBTL1 block	molecule
-6.8%[2.29 µM]	COc1ccccc1N1CCN(/N=C/c2cc(OC)c(OC(C)=O)c(OC)c2)CC1
-1.6%	CN(CC(=O)Nc1cccc(F)c1)C(=O)c1ccc(N2CCCC2)c([N+](=O)[O-])c1
7.7%	Nn1c(SCC(=O)Nc2ccc3c(c2)CCC3)nnc1C1CC1
-5.4%	Cc1ccccc1C(=O)Oc1ccc2ccc(O)cc2c1
-8.4%	COc1ccc(C(=O)OCC(=O)Nc2ccc(OC)c(S(=O)(=O)N3CCCCC3)c2)cc1[N+](=O)[O-]
-8.4%	O=C(COc1coc(CN2CCN(c3ccccc3)CC2)cc1=O)Nc1ccc(F)cc1
26.0%	O=S(=O)(c1ccc(Br)c2ccccc12)N1CCCC1
3.8%	CCOC(=O)C1=C(C)NC(C)=C(C(=O)OCC)C1C(=O)OCC(=O)N1CCCCC1C (centres undefined)
4.9%	COc1ccc(C(=O)Oc2cc(C)[nH]c(=O)c2[N+](=O)[O-])c(OC)c1
-3.2%	O=C(COC(=O)c1ccc(S(=O)(=O)NCc2ccco2)cc1)NCc1ccc(F)cc1
-8.7%	CCOc1ccc(S(=O)(=O)N2CCCCC2)cc1NC(=O)CN1C(=O)NC(C)(c2ccccc2)C1=O (centres undefined)
7.8%	CN(C1(C)CCS(=O)(=O)C1)S(=O)(=O)c1cccc([N+](=O)[O-])c1 (centres undefined)
-3.3%	c1ccc(Cc2ccc(OCCN3CCOCC3)cc2)cc1
0.5%	CC(NC(=O)COC(=O)c1cc2ccccc2cc1O)c1ccccc1 (centres undefined)
-3.4%	Nc1c(Cl)cc(C2=NCCn3nc4cc([N+](=O)[O-])ccc4c32)cc1Cl
-3.7%	CCN(CC)C(=O)c1nc[nH]c1C(=O)N(CC)CC
-2.5%	COc1ccccc1NC(=O)CSc1nnc2ccc(-c3ccccn3)nn12
-4.8%	COc1ccc(NC(=O)CN(C)C(=O)c2cc(-c3ccccc3)nc3ccccc23)cc1
3.9%	CC(C)(C)OC(=O)C[C@H]1C/C=C\C[C@H](CC(=O)N[C@H](CO)Cc2ccccc2)C(=O)N2CCC[C@@H]2COC1=O
-1.0%	COC(=O)c1cc(S(=O)(=O)Nc2cccc(OC)c2)cn1C
2.6%	COc1ccc(-c2nnc(SCC(=O)O)n2Cc2ccccc2)cc1
13.9%	Cc1ccc2c(c1C)OC(=O)CC2c1ccccc1 (centres undefined)
-4.3%	Cc1c(S(=O)(=O)N2CCCC(C)C2)c(=O)n(C)c(=O)n1C (centres undefined)
-4.6%	CC1=C(C(=O)OCc2ccccc2)C(c2cccc(F)c2)NC(=O)N1 (centres undefined)
-3.1%	COc1ccccc1C(=O)NC(=O)COC(=O)c1ccc(Br)o1
1.1%	CCN1C(=NCCCCO)N[C@@H](c2cccc(F)c2)C(C(=O)OC)=C1C
0.0%	O=C(c1cccc(S(=O)(=O)N2CCCC2)c1)N1CCOCC1
9.7%	CCOc1ccc(NC(=O)COC(=O)CCC(=O)c2cccs2)cc1
-7.9%	Cc1ccc(S(=O)(=O)N2CCOCC2)cc1C(=O)OCC(=O)c1c(N)n(C)c(=O)n(C)c1=O
23.2%	O=C(Nc1ccc(Cl)cn1)c1ccccc1SCc1ccccc1
-3.2%	COc1ccccc1C=NNC(=O)c1ccccc1OCCOc1ccccc1
6.8%	O=C(Cc1ccccc1)Nc1ccc(NC(=O)Cc2ccccc2)c(Cl)c1
5.3%	Cn1cc(S(=O)(=O)N2CCOCC2)cc1C(=O)NCCc1ccccc1
-12.6%	COc1ccc(NC(=O)CN(C)C(=O)/C=C/c2cn(-c3ccccc3)nc2-c2cccs2)cc1
0.3%	O=C(O)CCC(=O)N1CCN(Cc2ccc3c(c2)OCO3)CC1
-12.6%	COc1ccc(C(CNS(=O)(=O)c2ccc(F)cc2)N2CCN(C)CC2)cc1 (centres undefined)
-2.6%	CCCNC(=O)C(Cc1cccc(Cl)c1)NC(=O)c1ccccc1 (centres undefined)
8.3%	CCN(CC)CCCN(CC(=O)N(C)Cc1ccccc1)C(=O)c1ccc([N+](=O)[O-])cc1
1.7%	c1ccc2c(c1)Cc1ccccc1O2
-2.4%	O=C(NCc1ccc2c(c1)OCO2)c1c(Cl)cccc1Cl

Reprinted from the part before: 3 entries, followed by the next part.
L3MBTL1 block	molecule
8.3%	CCN(CC)CCCN(CC(=O)N(C)Cc1ccccc1)C(=O)c1ccc([N+](=O)[O-])cc1
1.7%	c1ccc2c(c1)Cc1ccccc1O2
-2.4%	O=C(NCc1ccc2c(c1)OCO2)c1c(Cl)cccc1Cl
-1.9%	Cc1c(C(=O)N2CCN(c3ncccn3)CC2)oc2ccc(F)cc12
-10.3%	CC(O)[C@H]1CC[C@H]2[C@@H]3CC[C@H]4C[C@@H](O)CC[C@]4(C)[C@H]3C(=O)C[C@]12C (some centres undefined)
2.1%	COc1nc(N(C)C)nc(N(C)c2cc(Cl)cc(Cl)c2)n1
-3.9%	O=C1CCC/C=C/C[C@H](CC(=O)N(CCO)Cc2ccccc2)C(=O)N[C@@H](Cc2ccccc2)CO1
30.7%[activator]	COc1ccc(C(=O)Nc2cccc(S(=O)(=O)NC3=NCCC3)c2)cc1OC
0.3%	CC(C)(C)OC(=O)C[C@@H]1C/C=C\C[C@@H](CC(=O)N(CCO)Cc2ccccc2)C(=O)N[C@H](Cc2ccccc2)COC1=O
5.7%	COc1ccc(CCNC(=O)COC(=O)Cc2ccccc2F)cc1
-94.0%	CCCCC(=O)Nc1nc2c(s1)COc1ccccc1-2
7.6%	CC1CCCCC12NC(=O)N(CC(=O)NCCc1ccccc1)C2=O (centres undefined)
3.3%	COc1ccc2oc(C(=O)NCCc3ccccc3)c(C)c2c1
-2.8%	CC(=O)Nc1ccc(-c2csc(NC(=O)CN3C(=O)NC4(CCCC4)C3=O)n2)cc1
-4.1%	Cc1ccc(C)c(N2CCN(CCCc3ccccc3)CC2)c1
-6.0%	C#CCOCCOCCOCCNc1nc(N2CCN(C(=O)[C@H](CCCN=C(N)N)n3cc(C(N)[C@@H](C)CC)nn3)CC2)nc(N2CCN(C(=O)[C@H](CCC(=O)O)n3cc([C@@H](N)CC(N)=O)nn3)CC2)n1 (some centres undefined)
-0.5%	Cc1ccc(C2=C(O)c3ccccc3C(=O)C2=O)cc1
-5.3%	COc1ccc2oc(C(=O)OCC(=O)N(CC(C)C)c3c(N)n(Cc4ccccc4)c(=O)[nH]c3=O)c(C)c2c1
19.3%	COC(=O)CN1C(=O)[C@H]2[C@@H](C3CC3)N3C(=O)CN(CCO)C(=O)[C@@]3(Cc3ccccc3)[C@H]2C1=O
-2.6%	COc1cccc(Nc2ncnc3onc(-c4ccccc4OC)c23)c1
-5.0%	Cn1c(=O)c2c(nc3n2CC(O)CN3c2ccc(O)cc2)n(C)c1=O (centres undefined)
2.4%	Cc1ccc(CNC(=O)c2ccc(N3CCC4(CC3)CC(c3ccccc3)=NO4)c(N)c2)cc1
52.0%[activator]	CCOC(=O)C(C(=O)N(C)Cc1ccccc1)C1CCCCC1 (centres undefined)
-23.5%	COc1ccc(-c2sc3ccc(OC)cc3c2-c2ccc(OCCN3CCOCC3)cc2)cc1
0.6%	Cc1ccc(-n2ncc3c(=O)[nH]c(SCC(=O)NCC4CCCO4)nc32)cc1 (centres undefined)
3.8%	CSc1ncccc1C(=O)OCC(=O)N1CCN(S(=O)(=O)c2ccc(C)cc2C)CC1
7.2%	CCCc1cc(=O)n2[nH]c(-c3cccc(Br)c3)cc2n1
12.8%	N#Cc1cccc(C(=O)OCc2cccc(S(=O)(=O)N3CCOCC3)c2)c1
-19.3%	Cc1ccn2c(=O)nc(SCC(=O)NCc3ccc(F)cc3)nc2c1

A portion of the library. The share of hits here may be higher or lower than overall.
